M1AAP inhibition = malaria alanyl aminopeptidase activity blockers – biochemical, fluorogenic H-Leu-NHMec substrate, 1536-well (AID 1445); recombinant M1AAP, H-Leu-NHMec fluorogenic kinetic assay; higher % means a stronger effect; one-dose inhibition, % at 30 µM; IC50 in µM for titrated hits; 0.42% of 220,000 active;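 active = primary inhibition above the hit cutoff, then over 50% inhibition at one or more dose response concentrations, cut at about 23% in these data, passing the limit was not always enough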;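 also: plate controls were DMSO full reaction for no effect and no enzyme background for full effect; strong numbers were not always called active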
SIAH1 antagonists = blockers of Siah-1 interaction with plectin peptide – biochemical, fluorescence polarization, rhodamine-plectin, uHTS, primary screen (AID 1817). Siah-1 / rhodamine-plectin peptide fluorescence polarization; higher % means a stronger effect. one-dose displacement, % at 20 µM; IC50 in µM for titrated hits. 0.02% of 290,000 active;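 active = displacement of at least 50% at 20 µM, with a fluorescence ratio check between 0.3 and a set limit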;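 also: plate controls were Siah plus tracer with DMSO for no effect and tracer alone without Siah for full effect; strong numbers were not always called active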
P. falciparum M17LAP = P. falciparum M17LAP inhibitors, primary screen, biochemical, fluorogenic H-Leu-NHMec substrate, 1536-well (AID 1619); recombinant M17LAP, H-Leu-NHMec fluorogenic kinetic assay; higher % means a stronger effect; inhibition, % at 30 µM; hits with a dose series show IC50 in µM; 0.38% of 220,000 active;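 active = compound inhibiting the enzyme by more than half at any dose during confirmatory dose-response retesting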;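 also: plate controls were full reaction with DMSO carrier for no effect and no enzyme background for full effect; strong numbers were not always called active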
XIAP displacement = XIAP antagonists, biochemical, IAP family, fluorescence polarization (AID 1018); 0.007% of 200,000 active; one-dose displacement, % at 20 µM; IC50 in µM for titrated hits; XIAP BIR domain, fluorescence polarization peptide displacement; higher % means a stronger effect; in the data active = displacement above about 50%; also: a part of the inactive calls stands beside numbers as strong as those of hits
NOD2 inhibition = inhibition of NOD2-driven NF-kB reporter – cell-based, luminescence, uHTS, HEK293 (AID 1566); 0.63% of 290,000 active; one-dose inhibition, % at 4 µM; EC50 in µM for titrated hits; HEK293 NOD2/NF-kB luciferase reporter, luminescence; higher % means a stronger effect; also: many of its hits are not listed in these tables
Hep lipid drop = hepatic lipid droplet formation modulation. AML12 mouse hepatocytes, oleate lipid droplets, BODIPY imaging. inhibition, % at 6.5 µM. 0.4% of 240,000 active;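 active = lipid droplet intensity inhibited by at least 50%, with more than 500 cells counted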
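Material – AML12 mouse liver cells · Also added – oleate loading, 100 µM · Compound dosing – 6.5 µM single-point dosing · Times – overnight treatment with compound plus oleate · Measured by – fluorescence imaging, 20x objective, two fields per well · Read-out – percent inhibition of filter-corrected integrated lipid droplet intensity per well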
AID2073 = inhibitors of Mint1-CaV2.2 protein interaction, biochemical, HTRF (AID 2073) | HTRF protein-protein interaction, Mint1-CaV2.2; higher % means a stronger effect | inhibition, % at 20 µM; hits with a dose series show IC50 in µM | 0.19% of 290,000 active; in the data active = inhibition mostly above about 51%, no sharp cut-off; also: some results filed as inactive read as strong as hits
CSM14.1 death rescue = rescue of cells from ER stress-induced death, primary screen, 384-well, CSM14.1, thapsigargin, ATP luminescence (AID 1222); CSM14.1 thapsigargin-induced death rescue, ATP luminescence; higher % means a stronger effect; cellular ATP content (survival), % at 20 µM; hits with a dose series show EC50 in µM; 190,000 tested, under 10 active;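 active = EC50 below 50 µM in the dose-response confirmation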;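 also: death triggered by thapsigargin at about 15 µM added after 2 h compound pretreatment; cell ATP read after overnight thapsigargin exposure of roughly 18 to 22 hours; normalized against plate controls of thapsigargin alone and 5% DMSO vehicle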
LYP phosphatase = PTPN22 lymphoid phosphatase activity blockers – biochemical, fluorescence intensity, uHTS (AID 1779); recombinant LYP phosphatase, fluorescence intensity; higher % means a stronger effect; inhibition, % at 11.5 µM; hits with a dose series show IC50 in µM; 0.054% of 290,000 active;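 also: plate controls were vehicle with enzyme for no effect and no enzyme for full effect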
Hep lipid drop cells 6.5 µM = also measured in Hep lipid drop; calls as there; cell count; measured here: cell count, cytotoxicity flag;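 cells counted across two imaged fields per well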
* = called active by the depositor; . = no result given. Rule as the data show it, unless noted: active = inhibition above about 50%; inactive = the rest.

SMILES | M1AAP inhibition | SIAH1 antagonists | P. falciparum M17LAP | XIAP displacement | NOD2 inhibition | Hep lipid drop | Hep lipid drop cells 6.5 µM | AID2073 | CSM14.1 death rescue | LYP phosphatase
CC1(C)OC(=O)CC1C(=O)NCc1ccccc1 (stereo not drawn) | -1% | 3% | -4% | 4.9% | -4% | 6 | 775 | 26% | -1.4% | 0%
CCN(CC)c1ccc(NC(=O)COC(=O)c2cccs2)cc1 | 10% | -6% | 16µM* | -6.9% | 3% | -11 | 773 | -17% | 0.5% | -6%
Cc1ccc(CN2CN(S(=O)(=O)c3cccs3)c3nc4ccccc4nc32)cc1 | 2% | -2% | -7% | -5.8% | -53% | . | . | -2% | -2.3% | -5%
O=C(O)c1ccc(-n2nnnc2Oc2cccc3cccnc23)cc1 | 5% | -1% | -10% | -6.2% | -7% | 6 | 762 | -5% | -0.4% | -2%
Cc1ccc(SC(CC(=O)c2ccc(F)cc2)C(=O)O)cc1 (stereo not drawn) | . | -10% | . | . | -14% | . | . | 29% | . | -3%
Cc1cc(C(=O)NCc2ccc3c(c2)OCO3)n(-c2ccccc2)n1 | 9% | -2% | 13% | -1.6% | -10% | . | . | 9% | 3.0% | -8%
COc1ccc(C2(c3ccc(OC)cc3)NC(=O)N(CC(=O)Nc3ccc(OC(F)F)cc3)C2=O)cc1 | . | 7% | . | . | -10% | 29 | 825 | 14% | . | -1%
CS/C(N)=N/N=C/c1cc(C)ccc1O | 2% | 2% | 10% | . | -171% | -11 | 659 | 36% | . | -1%
COc1ccc(C2CC(c3ccc(C)o3)=NN2C(C)=O)cc1 (stereo not drawn) | 0% | 11% | -5% | 3.2% | -38% | -14 | 636 | 4% | -8.5% | -6%
CC(C)N1CCC(N2CCN(Cc3nc4ccccc4s3)CC2CCO)CC1 (stereo not drawn) | . | 2% | . | . | 17% | -22 | 700 | 8% | . | -7%
Cn1c(=O)n(-c2ccccc2)c(=O)c2c3c(sc21)COC(C)(C)C3 | 4% | 4% | 12% | 0.4% | 2% | . | . | 1% | -0.4% | -8%
CC(C)CC(C(=O)Oc1ccc2c3c(c(=O)oc2c1)CCC3)N1C(=O)c2ccccc2C1=O (stereo not drawn) | -6% | -2% | -118% | 2.2% | 4% | 19 | 653 | 11% | 1.4% | 4%
O=C(c1ccc(Cl)c(S(=O)(=O)N2CCCC2)c1)N1CCN(c2ccccn2)CC1 | 3% | -3% | -13% | -2.2% | 7% | -11 | 764 | 12% | 0.8% | -8%
O=C(COc1ccc(/C=N/NS(=O)(=O)c2ccccc2)cc1)Nc1cccc(Cl)c1 | 4% | 7% | 6% | -9.4% | -6% | . | . | 8% | 0.1% | -1%
Cc1ccsc1C(=O)OCC(=O)NC1CCS(=O)(=O)C1 (stereo not drawn) | -1% | 9% | 2% | 0.5% | 3% | -22 | 753 | 0% | -1.8% | -5%
Cc1ccc[n+](CC(=O)c2ccc(-c3ccccc3)cc2)c1 | -1% | -8% | -11% | -14% | 13% | -17 | 593 | -3% | 0.2% | -1%
Cc1cccc(-n2ccnc2CN2CCN(C(C)C)C(CCO)C2)c1 (stereo not drawn) | 6% | 0% | 2% | . | 12% | 8 | 702 | -4% | . | -11%
Cc1ccc(C(=O)NC2CCN(C(=O)NCc3ccccc3)CC2)cc1 | . | -2% | . | . | 10% | 4 | 748 | 6% | . | -7%
COc1ccc(/C=N/NC(=O)CCn2cnc(-c3ccccc3)c2-c2ccccc2)cc1OC | 1% | 2% | -3% | 0.8% | 13% | -40 | 469 | 16% | 0.5% | -6%
Cc1cc(C)cc(C(=O)NCC(=O)OCC(=O)N(C)c2ccccc2)c1 | 3% | -1% | -1% | 0.8% | 13% | 1 | 703 | -10% | -0.3% | -8%
Cc1cccc(S(=O)Cc2ccc(C(=O)NC3CCN(Cc4ccccc4)CC3)o2)c1 (stereo not drawn) | . | 0% | . | . | 18% | 27 | 743 | -4% | . | -11%
CC(C)c1ccc(OCC(=O)NC2CC(C)(C)NC(C)(C)C2)c(Br)c1 | . | 4% | . | . | 1% | -15 | 660 | -5% | . | -10%
O=c1[nH]c2ccc(S(=O)(=O)Nc3ccc(Br)cc3)cc2[nH]1 | . | -2% | . | . | 0% | 5 | 752 | 12% | . | -10%
CCOC(=O)c1cnc2c(cnn2C)c1Oc1ccc(OC)cc1 | 2% | 6% | -10% | -0.4% | 11% | 20 | 684 | -18% | -0.6% | -1%
C=CCSc1nc(-c2ccccc2)c(C#N)c(=O)[nH]1 | 9% | 3% | 6% | -1.0% | -6% | 10 | 734 | 8% | -3.3% | 3%

The final six entries of the section before come first, to join the parts.
SMILES | M1AAP inhibition | SIAH1 antagonists | P. falciparum M17LAP | XIAP displacement | NOD2 inhibition | Hep lipid drop | Hep lipid drop cells 6.5 µM | AID2073 | CSM14.1 death rescue | LYP phosphatase
Cc1cc(C)cc(C(=O)NCC(=O)OCC(=O)N(C)c2ccccc2)c1 | 3% | -1% | -1% | 0.8% | 13% | 1 | 703 | -10% | -0.3% | -8%
Cc1cccc(S(=O)Cc2ccc(C(=O)NC3CCN(Cc4ccccc4)CC3)o2)c1 (stereo not drawn) | . | 0% | . | . | 18% | 27 | 743 | -4% | . | -11%
CC(C)c1ccc(OCC(=O)NC2CC(C)(C)NC(C)(C)C2)c(Br)c1 | . | 4% | . | . | 1% | -15 | 660 | -5% | . | -10%
O=c1[nH]c2ccc(S(=O)(=O)Nc3ccc(Br)cc3)cc2[nH]1 | . | -2% | . | . | 0% | 5 | 752 | 12% | . | -10%
CCOC(=O)c1cnc2c(cnn2C)c1Oc1ccc(OC)cc1 | 2% | 6% | -10% | -0.4% | 11% | 20 | 684 | -18% | -0.6% | -1%
C=CCSc1nc(-c2ccccc2)c(C#N)c(=O)[nH]1 | 9% | 3% | 6% | -1.0% | -6% | 10 | 734 | 8% | -3.3% | 3%
CC(C(=O)OCC(=O)c1ccc(Br)cc1)N1C(=O)C2C3CCC(C3)C2C1=O (stereo not drawn) | . | -4% | . | . | -16% | -5 | 824 | 12% | . | -4%
Nc1ccccc1-c1nnn(CC(=O)N2CCCc3ccccc32)n1 | 11% | 2% | 17% | -1.6% | 22% | -2 | 693 | 0% | 1.1% | -3%
CCCC(C)C(=O)NCc1ccncc1 (stereo not drawn) | 0% | 2% | 3% | -2.6% | -5% | 14 | 680 | 7% | -1.1% | -10%
Cc1cnc(C(=O)NCc2ccc(Cl)cc2Cl)cn1 | 7% | -2% | 0% | -2.7% | -4% | 5 | 636 | 28% | 0.0% | -6%
CCC(=O)N1CCc2cc(S(=O)(=O)CCC(=O)Nc3ccc(C)cn3)ccc21 | -9% | 0% | -3% | -1.7% | -9% | 9 | 684 | 7% | 0.4% | -5%
COC(=O)C1=C(C)N(Cc2ccco2)C(=O)N[C@@H]1c1ccccc1 | 9% | 0% | 19% | -8.4% | 8% | -27 | 730 | 1% | 4.7% | -6%
CC(C)Cc1nc(Cl)c(C#N)c2c1CCCC2 | 5% | 3% | -2% | -6.9% | 12% | 5 | 660 | -2% | 1.9% | -2%
CCOC(=O)CC(/C(C)=N\O)c1ccccc1 (stereo not drawn) | -6% | 2% | -3% | -0.7% | -10% | . | . | -3% | 3.4% | -9%
NS(=O)(=O)c1ccc(NC2=CC(c3ccc([N+](=O)[O-])cc3)N(c3ccc(S(N)(=O)=O)cc3)C2=O)cc1 (stereo not drawn) | -1% | -2% | 5% | . | 0% | -3 | 751 | 6% | . | -6%
COc1cc(NC(=O)N2c3ccccc3Sc3ccccc32)c(C(=O)O)cc1OC | . | 2% | . | . | 10% | 5 | 815 | -23% | . | -5%
CCOc1cc(CNc2ccccc2)cc(Br)c1OCc1ccc(F)cc1 | 3% | -6% | 4% | -7.9% | 9% | 1 | 773 | 7% | -2.4% | -2%
CCN(CC)C(=O)CP(=O)(c1ccccc1)c1ccccc1 | -1% | -5% | -23% | -1.3% | 19% | . | . | 1% | -2.1% | -10%
O=C(Cn1c(=O)n(-c2cccc(Cl)c2)c(=O)n1CC(=O)N1CCCCC1)N1CCCCC1 | 5% | 4% | 6% | -2.9% | 12% | -25 | 659 | -2% | . | -2%
Cc1nc(NC(=O)c2ccncc2)sc1C(=O)N(C)C | . | 4% | . | . | 4% | -1 | 897 | 13% | . | -6%
COc1ccc(NC(=O)CSc2ncn(-c3ccccc3)n2)cc1Cl | 2% | 15% | 12% | -0.3% | -9% | -4 | 658 | 7% | -0.1% | -4%
O=C(Cn1cnc2c(cnn2-c2ccccc2)c1=O)OCc1ccccc1 | -1% | -1% | -1% | -3.1% | 0% | . | . | -2% | -0.7% | -9%
COc1ccc(CCCc2nc3ccccc3[nH]2)cc1 | -2% | 0% | 0% | . | 20% | -3 | 734 | 10% | . | -11%
CCC(C)N1CC(O)=C(c2nc3ccccc3[nH]2)C1=N (stereo not drawn) | -2% | 7% | -4% | -2.8% | -24% | . | . | -2% | 1.1% | -3%
CCN(CC)C(=O)CSc1nc2cc3c(cc2c(=O)n1CCCC(=O)NCc1ccc(OC)cc1)OCO3 | 5% | 7% | -2% | -17% | 6% | -47 | 725 | 4% | 0.1% | -5%
COc1ccccc1CN1CCNC(=O)C1CC(=O)NCCCN1CCCC1=O (stereo not drawn) | . | 0% | . | . | -4% | -39 | 720 | -2% | . | -7%
O=[N+]([O-])c1cccc(-n2cccc2/C=N/Nc2nc(N3CCCCC3)nc(N3CCCCC3)n2)c1 | 13% | 1% | -11% | -3.3% | -21% | 12 | 698 | 20% | -0.7% | 3%
CCOP(=O)(c1ccccc1)c1nc(-c2ccccc2C)oc1N1CCCCC1 (stereo not drawn) | 12% | -3% | 14% | -5.3% | -20% | -5 | 744 | 0% | -2.8% | -4%
Clc1cccc(CN2CCSCC2)c1 | . | 4% | . | . | -1% | -6 | 789 | 6% | . | -7%
Cc1cccc(C(=O)NCCCN2CCCC2=O)c1 | 11% | 2% | -1% | -4.4% | 4% | 12 | 773 | -2% | 0.0% | -5%

Screening results from PubChem.

The list is partial. The share of hits here may be higher or lower than overall.
